Pol iota inh – blocks human DNA polymerase iota activity; Q9UNA4; Pol iota fluorescent replication assay, 10 min; Potency, µM (top dose mostly 115 µM), for inactives: at the top dose activity, negative = inhibition, usual class: inhibitors; 1% of 390,000 active; AID 588590
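Pol iota at 10 nM preincubated 15 min with compounds at room temperature; reaction started with fluorescent substrate, 50 nM final. Fluorescence read kinetically at 0 and 10 min; buffer-only wells as negative control.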
GLS inh – inhibitors of human glutaminase (GLS); O94925; GLS enzymatic activity, qHTS titration; Potency, µM (series often up to 45.5 µM), for inactives: top-dose activity change, negative = inhibition, actives largely listed as inhibitors; 0.21% of 410,000 active; AID 624170; note: % is set by controls: 0 for no effect and ±100 for the full control effect
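hKGA; 45 mM KH2PO4 pH 8.2 + 0.02% Tween-20; cpd via pin tool; 1 mM Gln soln; GluOx/HRP/Amplex Red; RT 30 min; fluor. t0 & final.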
Pin1 inhibitor – inhibitors of human Pin1; Potency, µM (top dose mostly 115 µM), for inactives: at the top dose activity, negative = inhibition, hits mostly inhibitors; Pin1 FP peptide displacement, HiFluor488, 10 min; 0.009% of 390,000 active; AID 504891; active = well fitted inhibition curve with a large enough effect in the polarisation, with a control signal flat, not every such curve was filed as active; inconclusive = small, poorly fitted or top-dose-only effect, or effect the other way, or a change in a side signal; inactive = no such curve, though single readings can be large or run the other way; the % refers to the polarisation; note: % is set by controls: 0 for no effect and ±100 for the full control effect
BAZ2B block – BAZ2B (human) inhibition; Q9UIF8; AlphaScreen BAZ2B-H3K14Ac peptide displacement; Potency, µM (series often up to 114 µM), inactives show top-dose activity change, negative = inhibition, most hits filed as inhibitors; 4.4% of 360,000 active; note: % is set by controls: 0 for no effect and ±100 for the full control effect; nearly all actives have a fitted effect of over 60% in size
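Complex of BAZ2B and biotin-H3K14Ac (50 nM apiece) forms over 30 min at RT, then faces library compounds up to 110 uM for another 30 min; AlphaScreen beads added, 20 min dark incubation, luminescence read.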
BLM helicase inh – Bloom syndrome helicase (human) inhibition. recombinant BLM DNA unwinding, fluorescence dequenching. P54132. 0.2% of 350,000 active. AID 2528. Potency, µM (titrated, usually from 56.1 µM), without a hit: at the top dose activity change, negative = inhibition, usual class: inhibitors;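 note: plate controls were vehicle for no effect and no enzyme for full effect; nearly all actives have a fitted effect of over 35% in size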
JMJD2A Tudor inh – blocks the human JMJD2A Tudor domain. 4.4% of 390,000 active. O75164. AlphaScreen JMJD2A-Tudor / H3K4me3 peptide binding. Potency, µM (doses to about 114 µM), without a hit: top-dose activity change, negative = inhibition, most hits filed as inhibitors; note: % is set by controls: 0 for no effect and ±100 for the full control effect; nearly all actives have a fitted effect of over 50% in size
Target sequence (O75164 whole entry, looked up, the tested form may be a part): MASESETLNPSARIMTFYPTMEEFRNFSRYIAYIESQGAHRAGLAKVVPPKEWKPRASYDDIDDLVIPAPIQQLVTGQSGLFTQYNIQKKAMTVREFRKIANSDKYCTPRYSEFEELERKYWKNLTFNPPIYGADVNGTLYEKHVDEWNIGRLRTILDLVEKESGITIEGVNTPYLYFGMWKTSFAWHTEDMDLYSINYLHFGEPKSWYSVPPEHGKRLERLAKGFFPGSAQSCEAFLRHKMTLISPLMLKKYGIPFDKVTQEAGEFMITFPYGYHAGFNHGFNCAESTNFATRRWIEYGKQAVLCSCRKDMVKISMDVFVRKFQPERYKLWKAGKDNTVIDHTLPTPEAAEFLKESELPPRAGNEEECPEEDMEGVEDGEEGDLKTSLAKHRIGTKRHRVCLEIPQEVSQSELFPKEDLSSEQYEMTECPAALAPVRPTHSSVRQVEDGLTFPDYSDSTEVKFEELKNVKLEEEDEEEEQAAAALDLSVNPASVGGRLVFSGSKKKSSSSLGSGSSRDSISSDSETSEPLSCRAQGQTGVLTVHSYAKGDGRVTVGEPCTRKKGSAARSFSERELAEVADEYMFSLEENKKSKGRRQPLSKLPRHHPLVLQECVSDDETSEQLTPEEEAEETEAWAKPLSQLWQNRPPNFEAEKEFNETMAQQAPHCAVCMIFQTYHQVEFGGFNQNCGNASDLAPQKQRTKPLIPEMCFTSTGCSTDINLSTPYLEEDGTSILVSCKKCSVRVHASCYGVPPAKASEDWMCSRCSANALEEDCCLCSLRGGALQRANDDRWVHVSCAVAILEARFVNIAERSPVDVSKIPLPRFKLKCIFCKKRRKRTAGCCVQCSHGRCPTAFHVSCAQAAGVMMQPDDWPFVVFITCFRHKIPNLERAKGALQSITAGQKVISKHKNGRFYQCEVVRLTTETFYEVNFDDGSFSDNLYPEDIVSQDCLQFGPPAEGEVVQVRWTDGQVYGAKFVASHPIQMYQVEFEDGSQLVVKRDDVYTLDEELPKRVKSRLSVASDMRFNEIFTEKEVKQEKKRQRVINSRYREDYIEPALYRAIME
Tb PGK inh – T. brucei PGK inhibition; AID 602233; PGK/GAPDH coupled, Kinase-Glo luminescence, 60 min; P07378; Potency, µM (highest dose often 57.5 µM), for inactives: at the top dose activity change, negative = inhibition, actives largely listed as inhibitors; 0.043% of 380,000 active; note: % is set by controls: 0 for no effect and ±100 for the full control effect; nearly all actives have a fitted effect of over 60% in size
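Luminescent ATP detection (Kinase-Glo Plus) follows a 60-minute room-temperature incubation, with wells lacking PGK as controls. Buffer: 100 mM TEA (pH 7.6), 5 mM MgCl2, 0.01% Tween-20. Coupling enzyme GAPDH (100 nM final) supplies unstable 1,3-BPG in-well.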
HP1b chromo inh – inhibitors of HP1-beta chromodomain binding to methylated histone tails; P83916; AlphaScreen HP1-beta / biotin-H3K9me3 peptide binding; Potency, µM (titrated, usually from 114 µM), for inactives: at the highest dose activity change, negative = inhibition, usual class: inhibitors; 0.56% of 390,000 active; note: nearly all actives have a fitted effect of over 70% in size; inactives centre near 23
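HP1-beta protein (50 nM final) preincubated 30 min at room temperature with biotinylated H3(1-18)K9me3 peptide (50 nM) in PBS pH 7.4, 0.01% Tween-20, then compound added for 30 min. AlphaScreen streptavidin donor/nickel chelate acceptor beads (10 ug/mL final), 30 min dark, luminescence read.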
G9a inh – blocks human histone lysine methyltransferase G9a; G9a H3K9 monomethylation, AlphaScreen, 2 h; Potency, µM (top dose mostly 102 µM), inactives show at the highest dose activity, negative = inhibition, actives largely listed as inhibitors; 8.8% of 350,000 active; AID 504332; note: % is set by controls: 0 for no effect and ±100 for the full control effect; nearly all actives have a fitted effect of over 75% in size
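Using a bead-based AlphaScreen, monomethylated H3K9 product from 2 h room-temperature reactions (G9a 20 nM, peptide 500 nM, SAM 20 uM) was detected with 0.5 ug/mL rabbit anti-H3K9me1 antibody.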
* hit, by the source's call; i = inactive; ? = inconclusive; . = not tested or not shown; & = joins results of further samples; [ ] = dose if it differs, or a comment. Unless noted, calls come from the whole dose curve; as a rule, active = well fitted curve in the direction sought with a large enough effect; inconclusive = small, poorly fitted or top-dose-only effect, or another doubt; inactive = no such curve, though single readings can be large; an effect the other way counts as inactive or inconclusive. Potency is the fitted concentration of half-maximal effect. An excerpt. The share of hits here may be higher or lower than overall.

SMILES	JMJD2A Tudor inh	G9a inh	Tb PGK inh	GLS inh	Pin1 inhibitor	Pol iota inh	BAZ2B block	BLM helicase inh	HP1b chromo inh
O=C(Cn1cc([N+](=O)[O-])cn1)NCc1ccc(-n2cccn2)cc1	-15%	14%	-7%	-11%	-1%	16%	-12%	-4%	16%
Cc1cccc(N(Cc2ccccc2)C(=O)c2ccc(C)c(S(=O)(=O)N3CCOCC3)c2)c1	-2%	-6%[59 µM]	-1%	1%	4%	18%	1%	.	32%
CCOC(=O)C1=C(c2ccccc2)NC(SCC(=O)Nc2ccc(C)cc2)=C(C#N)C1c1ccco1 (configuration not stated)	-23%	-6%[59 µM]	4%	8%	18%	-13%	-2%	-10%	25%
CN(C1CCCCC1)S(=O)(=O)c1ccc(=S)[nH]c1	-20%	-18%[12.7 µM]	i	-8%	6%	15%	31%[activator]	.	-11%
COc1ccnc(Oc2ccc(F)cc2)c1C(=O)N/C=N/OCc1ccc(F)cc1Cl	-2%	-4%[59 µM]	-5%	-3%	2%	-8%	-4%	-12%	20%
COc1cccc(NC(=O)CNS(=O)(=O)c2ccc3nc(C)sc3c2)c1	-10%	?	0%	2%	-2%	-4%	3%	-1%	34%
Cc1ccc(NC(=O)c2ccccc2-c2ccccc2C(=O)O)cc1	6%	26%[59 µM]	0%	-1%	-2%	12%	3%	0%	38%
O=C(c1cccc(S(=O)(=O)N2CCOCC2)c1)N1CCOCC1	-15%	6%	5%	4%	2%	1%	0%	0%	25%
CC1=C(C(=O)Nc2ccc(CC(=O)NCc3ccc(OC(C)C)cc3)cc2)SCCO1	-7%	-48%	-6%	-1%	1%	4%	?	-19%	45%
O=C(Nc1ccccc1N1CCN(c2ccc(F)cc2)CC1)c1ccccc1	-15%[11.4 µM]	?	-1%	15%	7%	?	-35%	-14%	-27%
Cc1cc(C(=O)CN2CCCCC2)c(C)n1-c1ccc(F)cc1	-29%	-13%[59 µM]	-3%	-2%	8%	21%	?	-14%	-14%
Cc1ccc(C)n1-n1cnc2scc(-c3cccs3)c2c1=O	-33%	13%[12.7 µM]	0%	-2%	11%	21%	?	-4%	-10%
CCCn1c2ccc(F)cc2c2nnc(SCCN3CCCCC3)nc21	-22%	6%[12.7 µM]	-1%&5%	-6%&1%	-2%&0%	38%&-1%[activator]	-10%&-36%	31%&23%[activator]	-15%&9%
Cc1ccc(S(=O)(=O)N2CCN(C(=O)CCCOc3cccc(C)c3)CC2)cc1	-2%	-3%[12.7 µM]	i	1%	2%	34%[activator]	1%	.	45%[activator]
NS(=O)(=O)c1ccc(NC(=O)COC(=O)CCC2CCCC2)cc1	-8%	2%[59 µM]	3%	-3%	1%	25%	-10%	-8%	33%
CC1CN(S(=O)(=O)c2cccc(C(=O)Nc3cc(Cl)ccc3N3CCOCC3)c2)CC(C)O1 (configuration not stated)	-8%	-12%[59 µM]	3%	1%	-1%	24%	12%	.	41%[activator]
Cc1cccc(-n2c(C)nc3ccsc3c2=O)c1	-8%	.	-5%	0%	-4%	4%	.	.	5%
Cc1cc(C)c2nc3c(c(C(=O)O)c2c1)CCC3	-20%[57.1 µM]	-43%[12.7 µM]	-6%	?	-4%	?	?	0%	-15%
N#CCSc1nc2ccccc2c(=O)n1CCCC(=O)NCC1CCCO1 (configuration not stated)	-10%	-5%	i	1%	-6%	29%	-19%	-3%	33%
Cc1cccc(N2CCN(C(=O)Nc3cn(CC(C)C)c(=O)c4ccccc34)CC2)c1C	-36%	?	-7%	0%	0%	44%[activator]	0%[57.1 µM]	-9%	18%

Going on with the list:
SMILES	JMJD2A Tudor inh	G9a inh	Tb PGK inh	GLS inh	Pin1 inhibitor	Pol iota inh	BAZ2B block	BLM helicase inh	HP1b chromo inh
COc1cc(C(=O)NCCC(=O)NC2CCCCC2)cc(OC)c1OC	-10%	15%	-6%	-2%	0%	31%[activator]	-7%	-5%	20%
Cc1ccc(C(=O)N/C(=C\c2ccc(-c3ccccc3[N+](=O)[O-])o2)C(=O)NCCN(C)C)cc1	56µM*	.	-4%	5%	?	121%[activator]	-6%	-11%	?
Cc1ccc(OCC(=O)Nc2ccc3c(c2)C(=O)NC3=O)c(C)c1	-6%	60%	6%	-2%	3%	-1%	-10%	-6%	32%
O=C(O)CCC(=O)N(Cc1ccco1)C1CC(=O)N(c2ccccc2)C1=O (configuration not stated)	-14%	?	i	0%	-5%	-2%	-5%	-4%	35%
C=C1CC[C@@H]2[C@](C)(CCC[C@@]2(C)/C=C/[C@@H](O)C(C)(C)O)[C@H]1CC(=O)NCCS(=O)(=O)O	-4%	.	9%	-3%	36%[activator]	-10%	.	.	32%
COc1ccc2[nH]c(=O)c(CNc3ccccc3)cc2c1	-28%	35µM*	-5%	7%	-6%	50%	0%	-10%	14%
O=C(Nc1ccc(Cl)cc1C(=O)Nc1ccc(Br)cn1)c1ccco1	-16%	7%[59 µM]	1%	0%	12%	24%	5%	-4%	40%
Cc1ccc(C(=O)NCCc2ccc(S(N)(=O)=O)cc2)o1	-2%	4%	i	0%	-5%	47%[activator]	-11%	1%	6%
N#CCCN(Cc1cccnc1)S(=O)(=O)c1ccc(S(=O)(=O)NC2CCCCC2)cc1	-17%	-28%[12.7 µM]	.	1%	0%	9%	-11%	-3%	10%
Cc1cc(-c2nc3ccccc3s2)ccc1N	42%[activator]	.	-24%	2%	6%	-21%	.	.	77%[activator]
Cc1c(Cl)cccc1NC(=O)CNC(=O)C1CC(=O)N(C2CCCC2)C1 (configuration not stated)	-10%	.	-1%	-1%	6%	6%	.	.	27%
COc1ccc(-c2csc(N3C(=O)CNC3=S)n2)cc1	?	?	-2%	-1%	-3%	13%	-5%	-2%	27%
CCOC(=O)c1cn(Cc2ccccc2)c2cc(C)nn2c1=O	-1%	-4%	i	0%	-6%	-11%[58.9 µM]	-1%	-4%	7%
COc1ccc(OCC(O)CNC(=O)c2ccc(OC)cc2)cc1 (configuration not stated)	-23%	-1%	-4%	0%	-9%	-1%	-16%	-3%	13%
COc1ccc(NC(=O)CN(C)C(=O)CSc2ccc(Br)cc2)cc1	-17%	14%[12.7 µM]	i	0%	4%	-3%	-8%	.	13%
COc1ccc(/C=C\c2onc(C)c2S(=O)(=O)N2CCC(C(=O)Nc3cccc(OC)c3)CC2)cc1	-15%	-31%[59 µM]	i	-13%	18%	5%	.	-5%	31%
CCCCN(Cc1ccccc1)S(=O)(=O)c1ccc2[nH]c(=O)oc2c1	-19%	-9%[59 µM]	i	20%	-8%	0%	-6%	-9%	36%
COc1cccc(CNS(=O)(=O)c2cc3[nH]c(=O)c(=O)[nH]c3cc2C)c1	1%	6%[59 µM]	-5%	-2%	-12%	0%	-3%	3%	37%
CC1=C(C(=O)Nc2cccc(C(F)(F)F)c2)C(c2ccccn2)n2ncnc2N1 (configuration not stated)	50µM*	20µM*	5%	8%	-4%	12%	?	3%	5%[57 µM]
COc1cccc(C(=O)NCc2ccc3c(c2)OCO3)c1	-16%	.	i	0%	1%	121%[activator]	2%	4%	30%

Marked active in JMJD2A Tudor inh, of those listed so far:
SMILES	JMJD2A Tudor inh	G9a inh	Tb PGK inh	GLS inh	Pin1 inhibitor	Pol iota inh	BAZ2B block	BLM helicase inh	HP1b chromo inh
Cc1ccc(C(=O)N/C(=C\c2ccc(-c3ccccc3[N+](=O)[O-])o2)C(=O)NCCN(C)C)cc1	56µM*	.	-4%	5%	?	121%[activator]	-6%	-11%	?
CC1=C(C(=O)Nc2cccc(C(F)(F)F)c2)C(c2ccccn2)n2ncnc2N1 (configuration not stated)	50µM*	20µM*	5%	8%	-4%	12%	?	3%	5%[57 µM]

Next section
SMILES	JMJD2A Tudor inh	G9a inh	Tb PGK inh	GLS inh	Pin1 inhibitor	Pol iota inh	BAZ2B block	BLM helicase inh	HP1b chromo inh
CCCCNS(=O)(=O)CCNCc1ccco1	-22%	.	i	-1%	2%	12%	.	.	32%
COc1ccc(CNC(=O)C2CCCN(S(=O)(=O)c3cc(C)ccc3OC)C2)cc1 (configuration not stated)	-16%	6%[12.7 µM]	-7%	-4%	-1%	-6%	5%	-1%	41%
COc1cccc(C(c2sc3ncnn3c2O)N2CCN(C(=O)c3ccco3)CC2)c1 (configuration not stated)	-10%	1%[59 µM]	-5%	2%	-11%	2%	7%	3%	21%
Cc1cc(NC(=O)c2cc(-c3ccc(OC(C)C)cc3)nc3ccccc23)no1	1%	-1%	2%	-19%	16%	107%[activator]	11%	1%	42%[activator]
COc1cc(/C=N/N=C(/N)c2nonc2N)cc(Br)c1OCc1ccccc1C	-26%	-27%	-10%	1%	4%	-14%	-6%	-7%	9%
CC1CCCCN1CCCNC(=O)c1ccc(Br)cc1 (configuration not stated)	-25%	-2%	5%	-1%	3%	154%[activator]	-9%	-9%	9%
Cn1nc(C(=O)N2CCN(S(=O)(=O)c3ccc(Cl)cc3)CC2)c2ccccc2c1=O	-13%	-27%	-3%	3%	2%	28%	-4%	.	23%
CCc1ccc(NC(=O)c2ccc3c(c2)C(=O)N(CCOC)C3Nc2ccc(CC)cc2)cc1 (configuration not stated)	-5%	-20%	-5%	-6%	5%	7%	-3%	0%	28%
O=S(=O)(Oc1ccc(C(=S)N2CCOCC2)cc1)c1ccc(Cl)cc1	-27%	.	6%	0%	0%	83%[activator]	3%	-2%	0%
COc1ccc(N(CC(=O)Nc2ccc(F)cc2F)S(=O)(=O)c2c(C)nn(C)c2C)cc1	-15%	.	-5%	5%	-6%	5%	-6%	-4%	26%
CN(C)c1nc(-c2ccccc2)ncc1S(=O)(=O)c1ccccc1	27%	153%[activator]	-14%	6%	3%	22%	8%	-11%	102%[activator]
COc1cc(OC)c(NC(=O)CC(c2cccs2)N2Cc3ccccc3C2=O)cc1Cl (configuration not stated)	-27%	-41%[59 µM]	-3%	-14%	12%	14%	?	-3%	12%
Oc1c(Br)cc(Br)cc1/C=N/Nc1ccc(Cl)nn1	?	24%[2.33 µM]	-11%	28%	4%	-19%	-10%	-3%	63%[activator]
O=C1CCCCC1(c1ccccc1)c1ccccc1	43%[activator]	.	-3%	-1%	-3%	93%[activator]	.	.	124%[activator]
